Screens (PubChem BioAssay)
12-hLO inh = inhibitors of human 12-lipoxygenase (ALOX12). P18054. Potency, µM (titrated, usually from 57.1 µM), for the others: top-dose activity change, negative = inhibition, most hits filed as inhibitors. purified 12-hLO, xylenol orange hydroperoxide absorbance. hit rate 0.12% among 150,000; also: potency is read from the fitted curve at half-maximal effect; nearly all actives have a fitted effect of over 55% in size; many of its hits are not listed in these tables
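Purified human 12hLO (150 nM final) was preincubated with compounds for 15 min at room temperature in 25 mM Hepes pH 7.0, 0.01% Triton X-100, then reacted with 40 uM arachidonic acid for 30 min. Hydroperoxide was detected with ferrous iron/xylenol orange.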
PNC inhibitor = perinucleolar compartment assembly inhibition; hit rate 3.1% among 140,000; activity change (PNC), negative = inhibition, % at 10 µM; AID 2417; PC3M PTB-GFP, PNC prevalence imaging, 16 h; active compounds read low;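 active = readout at or below -70, meaning at least 70% loss of cells showing the perinucleolar compartment, a nuclear body marking cancer cells; inconclusive = readout between -30 and a set limit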;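 also: plate controls were DMSO wells for no effect and camptothecin positive control wells for full effect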
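Compounds are pinned in duplicate onto adhered PC3M cells stably expressing GFP-tagged PTB and incubated 16 h at 37 C. Cells are then fixed, nuclei stained with Hoechst, and PNC-positive cells counted.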
ALOX15B inhib = blocks human 15-lipoxygenase 2 activity; O15296; purified 15hLO-2, xylenol orange hydroperoxide absorbance; Potency, µM (titrated, usually from 57.1 µM), inactives show at the top dose activity change, negative = inhibition, usual class: inhibitors; hit rate 0.56% among 110,000; AID 881; also: potency is read from the fitted curve at half-maximal effect; nearly all actives have a fitted effect of over 60% in size; many of its hits are not listed in these tables
Target sequence (O15296 whole entry, looked up): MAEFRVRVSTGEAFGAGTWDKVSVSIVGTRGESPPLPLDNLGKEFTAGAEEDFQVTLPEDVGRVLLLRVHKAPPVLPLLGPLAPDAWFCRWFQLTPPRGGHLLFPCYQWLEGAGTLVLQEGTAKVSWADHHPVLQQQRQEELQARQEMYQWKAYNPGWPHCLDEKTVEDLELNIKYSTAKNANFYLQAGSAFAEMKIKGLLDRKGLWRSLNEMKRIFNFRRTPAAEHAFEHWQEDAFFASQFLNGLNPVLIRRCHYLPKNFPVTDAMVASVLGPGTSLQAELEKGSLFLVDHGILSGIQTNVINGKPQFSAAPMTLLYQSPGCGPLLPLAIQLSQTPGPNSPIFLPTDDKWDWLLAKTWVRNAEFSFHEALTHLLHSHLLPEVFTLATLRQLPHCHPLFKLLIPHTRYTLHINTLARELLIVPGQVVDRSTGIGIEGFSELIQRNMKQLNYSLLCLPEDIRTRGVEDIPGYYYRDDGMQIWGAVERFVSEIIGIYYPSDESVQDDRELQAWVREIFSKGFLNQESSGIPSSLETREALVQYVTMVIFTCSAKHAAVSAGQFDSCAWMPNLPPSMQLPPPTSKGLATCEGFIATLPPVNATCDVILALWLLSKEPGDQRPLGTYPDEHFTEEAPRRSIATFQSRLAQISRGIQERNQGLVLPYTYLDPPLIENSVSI
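Purified human 15hLO-2 (50 nM) preincubated 15 min with compound, then 45 uM arachidonic acid for 90 min at RT in 25 mM Hepes pH 7.5, 0.01% Triton X-100. Hydroperoxide detected by Fe-xylenol orange; 573/405 nm absorbance ratio.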
IMPase cell inh = IMPase inhibition in cells. CHO-M1 cells, IP1 accumulation, HTRF TR-FRET ratio. 120,000 tested, under 10 active. inhibition (IP1 accumulation), % at 46.1 µM; active = well fitted curve in the direction sought with a large enough effect in the signal ratio, not every such curve was filed as active; inconclusive = small, poorly fitted or top-dose-only effect, or a change in a side signal; inactive = no such curve, though single readings can be large or run the other way; the % refers to the signal ratio;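 also: cells stimulated with carbachol in lithium chloride buffer; plate controls were DMSO basal wells for no effect and reference inhibitor wells for full effect; higher means more IMPase inhibition seen as more IP1 and lower FRET ratio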
Target sequence (P97697 whole entry, looked up): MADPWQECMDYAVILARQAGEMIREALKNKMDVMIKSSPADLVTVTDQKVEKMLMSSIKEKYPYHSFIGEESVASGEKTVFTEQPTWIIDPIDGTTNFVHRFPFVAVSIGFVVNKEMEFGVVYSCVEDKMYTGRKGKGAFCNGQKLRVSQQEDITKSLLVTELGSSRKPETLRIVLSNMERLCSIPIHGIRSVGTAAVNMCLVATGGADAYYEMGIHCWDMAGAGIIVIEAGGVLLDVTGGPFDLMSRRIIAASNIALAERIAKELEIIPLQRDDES
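In this qHTS, compounds (final up to 46 uM) act on CHO-M1 cells that are then activated through the M1 receptor with carbachol, in pH 7.4 buffer containing 50 mM LiCl, for 30 min. IP1 accumulation is quantified by the IP-One immunoassay.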
* = called active by the depositor; ? = inconclusive; / = not tested or not shown; [ ] = dose if it differs, or a comment. Unless noted, calls follow the shape of the dose curve; as a rule, active = well fitted curve in the direction sought with a large enough effect; inconclusive = small, poorly fitted or top-dose-only effect, or another doubt; inactive = no such curve, though single readings can be large; an effect the other way counts as inactive or inconclusive. Unless noted, % is scaled to controls: 0 for no effect and ±100 for the full control effect. Only part of the results is shown; count on the stated rates, not on these rows.

Molecule,12-hLO inh,IMPase cell inh,PNC inhibitor,ALOX15B inhib
COc1ccc2c(-c3ccccc3)cc(=O)[nH]c2c1,-10%,5,?,5%
CN1CCN(C2=C(Cl)C(=O)N(C3CCCCC3)C2=O)CC1,2%,5,-4,12%
Cc1ccc(N=C2CCCN2Cc2ccccc2)c(C#N)c1,-3%,15,59,/
CCOC(=O)C1CCCN(C(=O)c2ccccc2Oc2ccccc2)C1 (stereo unspecified),-2%,-6,11,-1%
COc1ccc(-c2ccnc3nc(-n4cccc4)nn23)cc1,-7%,4,?,?
Cn1c(=O)c2c3c(sc2n2c(SCc4ccccc4)nnc12)CCCC3,0%,/,-5,/
O[C@@](CCN1CCCCC1)(c1ccccc1)C1CCCCC1,0%[25.6 µM],21[20.6 µM],/,37%[activator][25.6 µM]
Cc1cc(N2CCOCC2)nc2ccccc12,10%,-19,-30,/
Cc1ccc(CNC(=O)c2cc3c(=O)n4ccccc4nc3n(Cc3ccco3)c2=N)cc1,-15%,15,?,-5%
CC1CCCC(C)N1S(=O)(=O)c1ccc(NC(=O)CCn2cnc3ccccc3c2=O)cc1 (stereo unspecified),3%,8,3,4%
CC(C)N(C#N)c1nc(N2CCOCC2)nc(N2CCOCC2)n1,-4%,15,0,-2%
CN(C)S(=O)(=O)c1ccc(NC(=O)c2c(F)cccc2Cl)cc1,2%,?,43,-6%
OCc1ccccc1O,-2%,/,/,4%
O=C(NN1C(=O)c2cc(Br)ccc2NC1c1ccccc1Cl)c1ccncc1 (stereo unspecified),-18%,/,11,/
COc1cccc(-c2nn(-c3ccccc3)cc2C(=O)O)c1,-1%,-12,?,-3%
COc1cc(OC)cc(-c2cc(N3C(=O)Nc4ccccc4N3O)n[nH]2)c1,-2%,/,-10,/
Cc1cccc(-c2cc(=O)c3cc(Br)ccc3o2)c1,-1%,4,/,-5%
COC(=O)CSc1ccc(-c2nc3ccc(C)cc3[nH]2)cn1,-3%,-3,-9,0%
COc1ccc(C(=O)Oc2ccc3c(c2)OCO3)cc1OC,-1%,-2,-23,13%
CCc1cccc(C)c1NC(=S)NCc1ccc2[nH]c(C)cc2c1,-28%,/,-1,/
C(=NCCCN1CCOCC1)c1ccc2c(c1)OCO2,3%,6,-20,6%
O=C(CSc1nc2ccccc2s1)c1sc2sc3ccccc3[n+]2c1O,-5%[11.4 µM],/,/,-29%[11.4 µM]
COc1ccccc1/C=C/C(C)=O,-3%,/,25,/
S=C1NC2=C(C(c3ccc(Br)cc3)N1)N1CCC2CC1 (stereo unspecified),-8%,3,-28,-5%
CN(C(=O)c1c(Br)cnn1C)C12CC3CC(CC(C3)C1)C2,1%,/,-17,/
CCc1nnc(NC(=O)c2cc(-c3ccccc3)nn2-c2ccccc2)s1,-7%,2,?,7%
CN(c1ccc(C(=O)NCc2cccnc2)cc1)S(C)(=O)=O,-3%,3,-100*,/
COCCn1c(C)cc(C(=O)CSc2nncn2-c2ccccc2)c1C,-6%,-5,?,15%
CCOC(=O)c1cnc2c(cnn2C)c1NCCC#N,4%,1,12,3%
CCN(CC)S(=O)(=O)c1ccc(NC(=O)Cn2cnc3ccccc3c2=O)cc1,0%,0,-28,-7%
Cc1cc(C(=O)Nc2c(C)n(C)n(-c3ccccc3)c2=O)c(C)o1,1%,3[1.84 µM],0,10%[11.4 µM]
COc1ccc(NC(=O)c2cccnc2C(=O)O)c(OC)c1,-3%,3,?,0%
O=c1c2ccccc2c(-c2ccc(Cl)cc2)nn1-c1ccccc1,0%,0,53,1%
Cc1ccc(-n2c(O)c(C=Nc3ccc4c(c3)OCO4)c3ccccc3c2=O)cc1C,-1%,2,31,-1%
CCOC(=O)c1ccc(NC(=S)NCCc2ccccc2)cc1,?,1,?,?
O=S(=O)(CCc1nnc(-c2ccccc2)o1)c1ccc2ccccc2c1,-3%,6,40,2%
O=C(COc1ccc(Cl)cc1)Nc1nc(-c2ccc(S(=O)(=O)N3CCOCC3)cc2)cs1,-2%,-2,8,-5%
Nc1ccccc1C(=O)NCc1ccccc1,1%,-6,-29,2%
CCOC(=O)c1c(-c2ccccc2)csc1NC(=O)c1ccc(N2C(=O)CCC2=O)cc1,18%,-4,2,21%
C(/C=C/c1ccccc1)=N/N1CCN(c2ccccc2)CC1,2%,6,?,-3%
c1ccn2c(CNc3ncnc4sccc34)nnc2c1,4%,?,?,/
O=C(NC1CCCCC1)c1cc([N+](=O)[O-])ccc1N1CCOCC1,-10%,15,?,-18%
Cc1ccc(/C=N/NC(=O)C(C)Oc2ccccc2[N+](=O)[O-])s1 (stereo unspecified),-1%,/,?,/
N=C1C(c2nc3ccccc3s2)=C(O)CN1Cc1ccco1,-12%,10,12,-8%
CCOC(=O)N1CCC(NC(=O)C2CCN(c3nc(-c4ccc(OC)cc4)no3)CC2)CC1,1%,2,-19,-3%
CCCCCCCCC(=O)N/N=C/c1ccccn1,6%,0,4,6%
O=C(NCCSc1ccccc1)c1ccccc1Cl,-1%,/,32,/
COc1cccc(NC(=O)c2nnn(CCc3ccccc3)c2N)c1,1%,6,-29,13%
Nc1cccc(C(=O)OCC(=O)c2ccccc2)c1,2%,/,?,/
CC(/C=N/n1c(COc2ccccc2)n[nH]c1=S)=C\c1ccccc1,?,1,80,?
C=C(C)Cn1c(NCCOC)nc2c1c(=O)[nH]c(=O)n2C,-4%,-6,245,/
CCN(CC)S(=O)(=O)c1ccc(NCC2COc3ccccc3O2)c([N+](=O)[O-])c1 (stereo unspecified),-4%,9,-21,/
COc1ccc(C2(C(=O)Nc3nncs3)CCCC2)cc1,4%,-13,-80*,-1%
CCOc1ccc(NC(=S)/C(=C(\[O-])c2ccc(C)c([N+](=O)[O-])c2)[n+]2ccccc2)cc1,-6%,6,?,-30%
COc1ccccc1-n1c(CNc2ccc(F)cc2)nnc1SCC(=O)Nc1cc(C)on1,-5%,1,-24,/
O=C(/C=C/c1ccccc1)CC(O)(c1ccccc1)C(F)(F)F (stereo unspecified),-5%,14,-1,-7%

Remaining list, next part.
Molecule,12-hLO inh,IMPase cell inh,PNC inhibitor,ALOX15B inhib
CSc1ccccc1NC(=O)Nc1ccc(Cl)cc1,-3%,-4,?,2%
Cc1cc(C(=O)CSc2n[nH]c(N)n2)c(C)n1-c1ccccc1,-5%,4,8,2%
N#Cc1cnc(SCCc2ccccc2)nc1N,-6%,-2,-83*,8%
CC(=Nc1ccc(C)c(C)c1)C1=C(O)CSC1=O,-1%,8,1,-2%
COC(=O)[C@H](C(C)C)n1c(C)c(C(C)=O)c(C(C)=O)c1C,1%,3,22,-3%
CCCCn1c(SCC(=O)NCc2ccco2)nc2ccccc2c1=O,-4%,0,-8,3%
CS(=O)(=O)N(CC(=O)N1CCN(c2ccccc2)CC1)C1CCCCC1,0%,7,23,-2%
Cc1cc(C)c(NC(=O)CS(=O)CC(=O)Nc2cccnc2)c(C)c1 (stereo unspecified),-1%,4,-14,-2%
O=c1[nH]c(CN2CCCCC2)nc2ccccc12,-4%,-3,7,-6%
O=C(O)CCCC(=O)N1CCN(C(c2ccccc2)c2ccccc2)CC1,-2%,2,?,/
N#CCCn1c(=O)c(CCc2ccccc2)nc2cnc(Oc3cccc(Cl)c3)nc21,-6%,/,/,-8%
OCCN1CCOCCOCCN(CCO)CCN(CCO)CC1,-5%,-5,7,25%
O=C(CCC1CC(=O)Nc2ccccc21)NCc1cccnc1 (stereo unspecified),-1%,/,57,/
O=C(CSc1nc2c(sc3ccccc32)c(=O)n1-c1ccccc1)NCc1ccco1,-4%,/,?,/
O=C(CCCN1C(=O)c2ccccc2C1=O)N1CCN(c2ccccn2)CC1,-4%,11,?,-4%
Cc1cccc(NC(=O)C2CCCN2/C=C/C(=O)C(F)(F)F)c1C (stereo unspecified),0%,-14,?,/
Cc1ccc(CSc2nc3c(c(=O)[nH]2)CCC3)cc1,1%,5,2,-2%
CC(C)(C)NC(=O)c1ccc2nsnc2c1,-2%,/,-110*,/
O=C(Nc1ccon1)c1ccc(OC2CCCC2)cc1,3%,/,-6,/
COC(=O)C1CCN(c2cc(=O)n(Cc3ccc(F)cc3)c(=O)[nH]2)CC1,1%,4,?,/
COc1cc(/C=N/NC(=O)c2cccnc2)ccc1OS(=O)(=O)c1ccc(C)cc1,1%,/,28,/
Cc1cc(C)cc(OC(=O)CCN2C(=O)c3ccccc3C2=O)c1,-1%,-2,248,/
COC(=O)c1c(C)[nH]c(C(=O)CSc2ncnc3sc(-c4ccccc4)cc23)c1C,1%,/,44,/
COc1cc(/C=N/NC(=O)c2ccncc2)ccc1OCCN1CCCCC1,-1%,/,3,/
CCCCn1c(C(C)NC(=O)c2cccs2)nc2ccccc21 (stereo unspecified),5%,11,47,19%
Cn1c(=O)cc(SCC(=O)N2CCOCC2)c2ccc(Cl)cc21,-5%,?,195,/
C=CCO/N=C/C1C(=O)CC(C)(C)CC1=O,1%,/,?,/
O=C(NC1CCCC1)c1cc2c(ccc3ccccc32)o1,-7%,5,7,-9%
CCCC1(CCC)NC(=O)N(CC(=O)Nc2ccccc2OC)C1=O,6%,10,-26,0%
c1ccc2c(c1)nc(N1CCOCC1)c1nnnn12,18%,-9,-15,-2%
Cc1ccc(N2CCOCC2)c2c1C(=O)c1ccccc1C2=O,-2%,/,-3,/
CCCS(=O)(=O)N1CCN(Cc2ccccc2OCC)CC1,-1%,9,-85*,-8%
COCCNC(=S)NC1CC2CCCC(C1)N2Cc1ccco1 (stereo unspecified),-6%,7,-3,11%
CCCc1[nH]nc2c1C(c1ccc(O)cc1OCC)C(C#N)=C(N)O2 (stereo unspecified),-7%,4,-3,9%
COc1ccc(CNC(=O)CN(CC2CCCO2)C(=O)CNS(=O)(=O)c2ccc(C)cc2)cc1 (stereo unspecified),-1%,8,?,0%
CCCCN(CC)CCNC(=O)c1cc2c(=O)n(C)c3ccccc3c2n1C,3%,11,9,8%
CCCOc1c(Br)cc(C(=O)NCC)cc1OC,-2%,0,48,-1%
O=C(O)CSc1nnc(C2CC2)n1-c1ccccc1,3%,3,?,5%
COc1ccc(S(=O)(=O)N2CCCC(C(=O)N3CCOCC3)C2)cc1C (stereo unspecified),7%,11,1,1%
O=[N+]([O-])c1ccc(N2CCN(CCO)CC2)cc1NCc1ccco1,-5%,/,54,/
Cc1ccc(C(=O)CSc2nc3cc(S(=O)(=O)N4CCOCC4)ccc3o2)cc1,-4%,11,11,-9%
CC(=O)Nc1ccc(NC2=Nc3ccccc3N3C2=Nc2c(c(C)nn2-c2ccccc2)C3c2ccccc2)cc1 (stereo unspecified),4%,2,33,-2%
Cc1ccccc1-c1nccc(-n2ccnc2)n1,-8%,/,/,-10%
CCN(CC)C(=O)N1CCN(S(=O)(=O)c2ccc(C)cc2)CC1,-1%,-3,29,4%

Four of the compounds above, with two lines to a compound.
Under each structure – 12-hLO inh	IMPase cell inh	PNC inhibitor	ALOX15B inhib
- Cc1ccc(C(=O)CSc2nc3cc(S(=O)(=O)N4CCOCC4)ccc3o2)cc1
  -4%	11	11	-9%
- CC(=O)Nc1ccc(NC2=Nc3ccccc3N3C2=Nc2c(c(C)nn2-c2ccccc2)C3c2ccccc2)cc1 (stereo unspecified)
  4%	2	33	-2%
- Cc1ccccc1-c1nccc(-n2ccnc2)n1
  -8%	/	/	-10%
- CCN(CC)C(=O)N1CCN(S(=O)(=O)c2ccc(C)cc2)CC1
  -1%	-3	29	4%
